Screening data as filed in PubChem BioAssay.
Mot1-301 SUMO: blocks SUMOylation pathway, rescuing yeast Mot1-301 growth; 1% of 320,000 active; AID 2716; S. cerevisiae Mot1-301 growth rescue, ATP luminescence, 38.5C; percent above DMSO median, 100 means doubled; growth rescue, % at 18.8 µM;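 active = every valid replicate shows activation above 250% relative to neutral control wells; inactive = the rest, any valid replicate at or below 250%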;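 note: OY570 slx delta 5 strain wells were the positive control but not used for scaling; some compounds called inactive have numbers as strong as hits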
OPRM1-OPRD1 inv: inverse agonist of human OPRM1-OPRD1 heterodimerization; inhibition, % at 9.3 µM; 0.21% of 340,000 active; P35372+P41143; AID 504357; cell-based MOR-DOR heterodimer luminescence, inverse agonism; in the data active = inhibition above about 22%, passing the limit was not always enough;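 note: 0% = cells with DMSO and 100% = wells without cells with DMSO; values of inactives mirror those of a sister screen read the other way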
Pemphigus Ab inh: inhibitors of pemphigus antibody binding to human desmoglein-3; AID 588358; DSG3-coupled beads, scFv-anti-DSG3-GFP binding, flow cytometry; hits give low values; binding (percent of control), % at 10 µM; P32926; 0.48% of 310,000 active;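 active = binding more than 3 SD below its plate's average and above zero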;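 note: hits lower antibody fragment binding to DSG3; some compounds called inactive have numbers as strong as hits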
Target sequence (P32926 whole entry, looked up, the tested form may be a part): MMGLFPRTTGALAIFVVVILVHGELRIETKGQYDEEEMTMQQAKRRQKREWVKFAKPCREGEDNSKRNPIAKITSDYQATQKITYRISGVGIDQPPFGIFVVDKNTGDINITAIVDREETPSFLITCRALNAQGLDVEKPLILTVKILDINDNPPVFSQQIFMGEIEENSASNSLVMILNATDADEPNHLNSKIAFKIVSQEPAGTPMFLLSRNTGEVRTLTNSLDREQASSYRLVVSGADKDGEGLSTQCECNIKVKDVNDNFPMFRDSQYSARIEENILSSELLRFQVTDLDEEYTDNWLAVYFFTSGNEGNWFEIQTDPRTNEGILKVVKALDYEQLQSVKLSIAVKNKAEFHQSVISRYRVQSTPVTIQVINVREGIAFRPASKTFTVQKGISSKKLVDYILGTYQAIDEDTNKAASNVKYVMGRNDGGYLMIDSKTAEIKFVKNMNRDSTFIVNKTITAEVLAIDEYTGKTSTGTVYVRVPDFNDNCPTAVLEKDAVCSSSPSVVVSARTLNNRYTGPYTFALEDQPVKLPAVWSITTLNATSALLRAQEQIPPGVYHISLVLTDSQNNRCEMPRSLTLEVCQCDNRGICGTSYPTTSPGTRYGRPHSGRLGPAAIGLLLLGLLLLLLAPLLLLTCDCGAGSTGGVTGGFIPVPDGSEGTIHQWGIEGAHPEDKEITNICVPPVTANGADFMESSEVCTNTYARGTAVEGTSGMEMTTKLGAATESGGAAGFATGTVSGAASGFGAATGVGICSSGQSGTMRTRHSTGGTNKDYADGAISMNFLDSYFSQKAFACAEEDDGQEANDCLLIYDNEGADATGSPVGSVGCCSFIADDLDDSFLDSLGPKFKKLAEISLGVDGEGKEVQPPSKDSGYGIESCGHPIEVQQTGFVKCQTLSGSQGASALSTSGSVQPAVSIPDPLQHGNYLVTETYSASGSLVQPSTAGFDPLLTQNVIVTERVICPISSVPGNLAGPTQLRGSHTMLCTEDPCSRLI
PfHsp90 set2: inhibits growth of yeast expressing Plasmodium falciparum Hsp90. S. cerevisiae expressing PfHsp90, BacTiter-Glo ATP, 48 h; yeast lacking PDR1 and PDR3 efflux regulators. inhibition, % at 9.4 µM. 0.32% of 310,000 active. AID 504621;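 active = every replicate shows inhibition above about 80%, whatever the replicate mean, limit read from the data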;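 note: 0% = DMSO neutral controls and 100% = 20 µM radicicol positive controls; yeast relying on Plasmodium falciparum Hsp90 in place of its own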
PKA-R1A activ: PKA-R1A complex activation | 0.083% of 340,000 active | PKA-R1A dissociation, Cy5-IP20 fluorescence polarization; scaled: DMSO 0%, 113 µM cGMP 100% | P00514+P68181 | AID 504707 | activation, % at 11.4 µM;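 active = percent activation above the mean of all tested compounds plus 3 SD, cut at about 19% in these data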;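 note: higher means more PKAc released from R1A so a rise in polarization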
MOR-DOR ag: agonists of human mu-delta opioid receptor heterodimerization; cells, OPRM1-OPRD1 heterodimerization, luminescence; AID 504326; 0.3% of 340,000 active; activation, % at 9.3 µM; in the data active = activation above about 18%;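 note: 0% = vehicle-treated cells and 100% = reference agonist; values of inactives mirror those of a sister screen read the other way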
E coli growth: bacterial growth inhibition, counter-screen for AddAB inhibitors | E. coli V3065 growth, OD600 absorbance, 18 h | inhibition, % at 11.9 µM | 0.27% of 330,000 active;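 active = inhibition above the campaign's mean inhibition across all tested compounds plus 3 SD, cut at about 9.9% in these data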;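 note: uninfected addAB+ strain grown without phage in ampicillin broth; 0% = DMSO wells and 100% = ciprofloxacin 0.95 µg/ml wells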
AddAB inh: less growth of phage-infected E. coli with AddAB. E. coli expressing H. pylori AddAB, absorbance growth. inhibition, % at 11.9 µM. 0.29% of 330,000 active. AID 435030; in the data active = inhibition above about 12%;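 note: 0% = vehicle wells of infected cells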
HTR5A inv ag: inverse agonist of human HTR5A in OPRM1-OPRD1 counter-screen; P47898; HTR5A cell line, luminescence, inverse agonism; inhibition, % at 9.3 µM; 0.083% of 340,000 active; AID 504634; in the data active = inhibition mostly above about 23%, no sharp cut-off; inactive = mostly below about 18%;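 note: 0% = cells with DMSO and 100% = no-cell wells with DMSO; some compounds called inactive have numbers as strong as hits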
phage Ecoli inh: E. coli growth loss with phage present; inhibition, % at 11.9 µM; 0.26% of 360,000 active; AID 651602; growth absorbance; in the data active = inhibition above about 11%
HTR5A ag ctr: counter-screen for OPRM1-OPRD1 agonists: human HTR5A agonism; P47898; HTR5A agonist assay, luminescence, cell-based; activation, % at 9.3 µM; 0.61% of 340,000 active; AID 504692; in the data active = activation mostly above about 9.5%, no sharp cut-off; inactive = mostly below about 7.6%;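 note: 0% = cells with vehicle only and 100% = reference agonist; strong numbers were not always called active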
* = called active by the depositor; . = no result given; + = active, no number.

SMILES	Mot1-301 SUMO	OPRM1-OPRD1 inv	Pemphigus Ab inh	PfHsp90 set2	PKA-R1A activ	MOR-DOR ag	E coli growth	AddAB inh	HTR5A inv ag	phage Ecoli inh	HTR5A ag ctr
CC(C)(O)C1CC[C@@](C)([C@@H]2CC[C@]3(C)[C@H]2[C@H](O)CC2[C@@]4(C)CCC(O)C(C)(C)C4C(OC4OC(CO)C(O)C(O)C4O[C@@H]4OCC(O)C(O)C4O)C[C@]23C)O1 (stereo not given in full)	-9	18	115	0	-7	-3.2	-1.5	0.8	-11	2.6	4
CNc1cc(C)c(C#N)c2nc3ccccc3n12	1	10	98	-4	-7	-2.0	1.1	2.1	8	1.2	-2
CCC1(C)CC(CCNS(=O)(=O)c2ccc(C)cc2)(c2ccc(C)cc2)CCO1 (stereo not given)	35	-34	98	-1	-6	6.2	-0.1	-0.2	-17	1.5	5
CCN(C(=O)c1ccco1)c1nnc(-c2cccnc2)s1	3	7	104	18	9	-1.1	-0.6	0.8	1	1.1	0
C=CCc1cc(OC)ccc1OCCOCCN1CCc2ccccc2C1	303	-20	84	8	-4	4.0	-1.8	0.0	7	2.9	-3
Cn1c(=O)oc2cc(S(=O)(=O)NCCC(=O)N3CCN(c4ccccc4F)CC3)ccc21	8	-2	106	-13	-11	0.4	-2.1	1.6	-13	-0.1	2
COc1ccc([N+](=O)[O-])cc1NC(=O)C(C)OC(=O)/C=C/c1ccco1 (stereo not given)	.	12	98	-17	-7	-2.3	1.4	2.7	11	0.4	-3
O=C(Cn1c(=O)n(-c2ccccc2)c(=O)c2sccc21)N1CCCC1	-1	3	105	21	3	-0.5	-0.1	0.1	-18	1.9	-3
CN1C(=O)c2ccc(N3CCCC3)cc2C1=O	-24	-1	110	4	3	0.1	2.2	2.5	15	1.3	5
CCN(CC)S(=O)(=O)c1ccc(OC)c(NS(=O)(=O)c2ccc(F)cc2)c1	3	9	107	-4	-1	-1.8	-0.6	2.0	5	2.5	3
Cc1ccc(S(=O)(=O)NC(=S)NC2CCCCC2)cc1	-19	19	107	4	0	-3.6	0.2	0.8	-1	-0.5	0
Cc1ccc(N(Cc2ccc(C(=O)NC3CCCCC3)cc2)S(C)(=O)=O)cc1C	138	-5	.	5	-2	0.9	0.0	0.7	-17	0.8	9
COc1ccccc1NS(=O)(=O)c1cc(NC(=O)c2ccc(=O)[nH]c2)ccc1N1CCOCC1	285	-15	.	-7	8	3.0	-0.8	1.1	-8	2.4	11
CCOC(=O)C(c1ccccc1)C(Nc1ccc(F)cc1)c1ccccn1 (stereo not given)	-1	5	.	1	-16	-1.0	-1.1	-1.3	14	3.1	-1
CSCCC(NC(=O)c1ccccc1Br)C(=O)N1CCN(C(C)=O)CC1 (stereo not given)	-25	16	.	-17	-14	-4.0	0.9	0.6	6	1.2	-2
COc1ccc(Br)c(OC)c1C(=O)NC(=O)Nc1nc(C)cc(C)n1	-6	10	101	-4	2	-1.9	-1.6	-2.1	-39	1.9	0
O=C(COC(=O)c1cc(S(=O)(=O)N2CCCCC2)ccc1Cl)NC1CCS(=O)(=O)C1 (stereo not given)	6	4	.	19	4	-0.9	1.4	0.3	5	5.8	-2
Cn1c(=O)c2cc(S(=O)(=O)NCCC(=O)NC3CCCCCCC3)ccc2n(C)c1=O	8	11	98	3	3	-2.1	-0.2	0.6	11	.	-3
CC(=O)c1nn(-c2cccc(Br)c2)cc1C(=O)c1ccc(Cl)cc1	-10	-64	94	-1	-5	9.0	-1.2	-1.8	-11	2.9	4
COc1ccc(C2=C/C(=C\c3ccc(OC(C)=O)cc3)C(=O)O2)cc1	5	13	106	.	-7	-2.6	-1.6	1.0	-18	-0.8	-2
CC1CCc2c(sc(NC(=O)c3c([N+](=O)[O-])cnn3C)c2C(N)=O)C1 (stereo not given)	5	15	104	-22	-3	-2.1	.	.	-12	1.1	1
O=C(Nc1nc2nccc(-c3ccccc3)n2n1)c1ccccc1	-5	12	116	-2	1	-2.4	-1.9	-3.1	1	-0.9	3
COC(=O)CNc1c(-c2ccccc2)nc2ccc(Br)cn12	-10	3	98	-32	-6	-0.6	1.1	0.6	-29	3.0	3
O=C1C(Cc2ccccc2)S/C(=N/N=C/c2ccco2)N1c1ccccc1 (stereo not given)	187	-24	.	0	1	5.8	1.0	4.2	-13	3.7	5
C=CCn1c(=O)c(C(=O)NCc2ccccc2Cl)c(O)c2ccccc21	-1	-7	114	32	-6	1.4	7.1	6.8	-21	2.4	8

Next part.
SMILES	Mot1-301 SUMO	OPRM1-OPRD1 inv	Pemphigus Ab inh	PfHsp90 set2	PKA-R1A activ	MOR-DOR ag	E coli growth	AddAB inh	HTR5A inv ag	phage Ecoli inh	HTR5A ag ctr
COc1cc(/C=C2\C(=N)N3N=C(C(C)C)SC3=NC2=O)ccc1OCCOc1ccc(NC(C)=O)cc1	-3	14	.	-7	9	-2.9	-1.0	0.0	15	0.6	-4
CCCn1ncc2c(Nc3ccc(C)c(C)c3)ncnc21	-17	5	88	-20	4	-0.8	1.3	0.9	-17	0.9	6
CN(CC(=O)NCCc1ccccc1)S(=O)(=O)c1cccc2nsnc12	71	2	110	-16	5	-0.4	0.1	1.1	-7	3.7	3
CN1N=C(C(=O)Nc2ccc3c(c2)CCC3)CCC1=O	9	1	104	13	0	-0.2	3.2	4.4	3	5.3	3
CC1CN(C2=NC(=O)/C(=C3/C(=O)N(Cc4ccc(F)cc4)c4ccccc43)S2)CC(C)O1 (stereo not given)	-7	4	.	0	-9	-0.8	-1.5	6.4	4	2.3	-1
CC1CCN(C(=O)c2[nH]cnc2C(=O)Nc2ccc(Cl)cc2)CC1	1	-24	99	-1	0	4.2	-0.1	-0.8	14	1.6	5
COc1cccc(N=C2SC(CC(=O)Nc3ccccc3)C(=O)N2Cc2ccccn2)c1 (stereo not given)	-5	2	96	14	7	-0.5	-3.3	3.2	3	-0.8	-1
c1ccc(-c2csc(Nc3cccnc3)n2)nc1	-3	9	101	-1	2	-1.7	-0.3	-1.4	-10	1.2	1
Cc1ccc(OCCCN2CCCC2)c(C)c1	-9	6	99	-5	-4	-1.1	2.4	-1.9	10	-2.1	-3
CC(C)CNC(=O)C1Nc2ccc(C(F)(F)F)cc2C2C=CCC12 (stereo not given)	15	11	97	-5	3	-2.0	0.3	2.7	9	2.8	6
O=C(O)c1cccnc1SCC(=O)N1CCCc2ccccc21	3	7	92	6	-7	-1.4	1.8	0.2	20	3.8	0
CCOC(=O)c1c(C(=O)OCC)c(C)n(CCc2ccccc2)c1C	9	-14	104	21	-3	2.8	-1.0	2.2	-22	1.5	0
COC(=O)N1CCN(S(=O)(=O)c2ccc(F)cc2)CC1	9	9	103	0	-2	-1.7	0.7	0.2	16	1.4	2
Cc1ccc(S(=O)(=O)N2CCN(C(=O)COC(=O)c3oc4ccccc4c3C)CC2)cc1	-8	0	104	16	10	0.0	0.2	0.8	9	-0.7	-4
CCN1CCCC1CN(Cc1cc2ccc(C)cc2[nH]c1=O)C(=S)Nc1ccccc1C(=O)OC (stereo not given)	+	5	110	-3	-5	-1.0	1.0	2.1	-16	5.0	-10
COc1cc2c(cc1OC)CN(C(=O)COc1ccccc1[N+](=O)[O-])CC2	108	0	.	16	-1	0.1	1.6	4.3	2	2.0	-1
CC(C)(C)c1ccc(S(=O)(=O)N2CCN(Cc3cc4c(cc3O)OCO4)CC2)cc1	14	7	.	-5	8	-1.9	-1.1	-0.2	-27	-0.3	1
O=C1[C@H]2[C@@H](c3ccc(F)cc3)N3C(=O)N(c4cccc(F)c4)C(=O)[C@@]3(Cc3ccc(Cl)cc3)[C@H]2C(=O)N1C1CCCCC1	78	-13	94	-26	9	2.3	1.5	3.9	-7	1.3	6
Cc1nc(N2CCN(S(=O)(=O)c3ccc(F)cc3)CC2)c2c(-c3cccs3)csc2n1	7	9	97	-1	-2	-1.7	-0.2	2.1	-10	2.3	4
O=C(O)CCc1nc2cc(C(F)(F)F)ccc2n(Cc2ccccc2)c1=O	-5	17	84	19	0	-3.3	-0.8	1.6	-11	0.2	4
Cc1cccc(CS(=O)(=O)c2nnc([C@H](Cc3ccccc3)NC(=O)OC(C)(C)C)o2)c1	166	1	100	112*	-3	-0.2	0.7	-1.0	-1	.	-6
C=CCn1cnc2c(sc3nc(C)cc(C)c32)c1=O	1	15	.	8	-7	-3.0	1.8	-2.4	14	2.5	0
CCNc1nc(NCC)nc(NS(=O)(=O)c2ccc(N)cc2)n1	15	13	110	6	-8	-2.6	1.7	1.8	1	1.5	5
COc1cccc(C(=O)Nc2ccccc2)c1	2	17	102	19	-4	-3.1	1.5	2.2	-6	3.2	-4
COCCn1c(SCc2nc3scc(-c4ccc(Cl)cc4)c3c(=O)[nH]2)nnc1-c1cccc(C)c1	3	-5	102	-17	1	1.0	-0.4	5.9	1	1.6	0

The closing 5 entries of the section before come first, to join the parts.
SMILES	Mot1-301 SUMO	OPRM1-OPRD1 inv	Pemphigus Ab inh	PfHsp90 set2	PKA-R1A activ	MOR-DOR ag	E coli growth	AddAB inh	HTR5A inv ag	phage Ecoli inh	HTR5A ag ctr
Cc1cccc(CS(=O)(=O)c2nnc([C@H](Cc3ccccc3)NC(=O)OC(C)(C)C)o2)c1	166	1	100	112*	-3	-0.2	0.7	-1.0	-1	.	-6
C=CCn1cnc2c(sc3nc(C)cc(C)c32)c1=O	1	15	.	8	-7	-3.0	1.8	-2.4	14	2.5	0
CCNc1nc(NCC)nc(NS(=O)(=O)c2ccc(N)cc2)n1	15	13	110	6	-8	-2.6	1.7	1.8	1	1.5	5
COc1cccc(C(=O)Nc2ccccc2)c1	2	17	102	19	-4	-3.1	1.5	2.2	-6	3.2	-4
COCCn1c(SCc2nc3scc(-c4ccc(Cl)cc4)c3c(=O)[nH]2)nnc1-c1cccc(C)c1	3	-5	102	-17	1	1.0	-0.4	5.9	1	1.6	0
O=C(N/N=C/c1ccccc1Cl)C1CC1	-7	3	.	3	1	-0.5	-0.5	0.2	-20	1.8	3
O=C(N/N=C/c1ccsc1)c1cc2ccccc2o1	20	-5	101	-8	-4	1.0	0.3	3.1	7	0.5	-2
NC(=S)N=Nc1c(O)n(CCCl)c2ccccc12	-32	.	100	-1	.	.	-3.0	-0.8	.	2.4	.
Cc1ccc(-c2cnc(-c3ccccc3C(=O)O)o2)cc1	36	0	113	-39	1	-0.1	-0.6	1.8	-1	0.1	1
Cc1cc(C)cc(N(C(=O)c2csnn2)C(C(=O)NC2CCCCC2)c2ccncc2)c1 (stereo not given)	2	1	.	14	-5	-0.1	-0.5	2.4	-14	0.1	1
CN1CCN(C(=O)C2CCN(S(=O)(=O)c3ccc(F)cc3)CC2)CC1	-34	11	95	-7	0	-1.8	-2.7	-8.4	0	1.6	1
COCCNC(=O)NC(=O)COC(=O)C1(c2ccc(Cl)cc2)CC1	492	1	101	-4	-11	-0.2	-0.8	-0.1	-6	0.5	2
Cc1ccc(S(=O)(=O)N(C)CC(=O)N2CCCc3ccccc32)cc1	-2	14	106	14	12	-2.7	-4.0	0.8	-11	1.2	4
